Compound activity as filed in PubChem.
Cav32 inh = Cav3.2 calcium influx blockers – cell-based, Fluo-4 calcium fluorescence, FDSS, MLSMR library, primary screen; Voltage-dependent T-type calcium channel subunit alpha-1H (Homo sapiens), O95180; Cav3.2-expressing cells; stronger effect = lower value; B-score at 10 µM; 100,000 compounds, 4% hits;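 active = single-dose well whose peak fluorescence ratio is a statistical outlier from its plate by either plate-standardised score or position-corrected B-score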
* hit, by the source's call.

entry	Molecule	Cav32 inh
1	COc1ccc(C(=O)Nc2oc(-c3ccccc3)c(-c3ccccc3)c2C#N)cc1OC	-2.9
2	CCOC(=O)c1sc2nc(C)n(CC(=O)NCC3CCCO3)c(=O)c2c1C (stereo not given)	-0.68
3	O=C1CCCC2=C1C(c1ccncc1)c1c(nc(SCc3ccccc3Cl)[nH]c1=O)N2 (stereo not given)	0.49
4	Cc1cc(N2CCOCC2)c2c(N)cc(C)c(C)c2n1	0.0075
5	O=C(CCn1c(=O)c2ccccc2n(Cc2cccnc2)c1=O)NCc1ccc2c(c1)OCO2	2.9
6	CNC(=S)N1CCN(c2ccc(OC)cc2)CC1	1
7	Cc1noc(C)c1COC(=O)C1(c2cccc(F)c2)CCCC1	-5*
8	N#CC1=C(N)Oc2ccccc2C12C(=O)Nc1n[nH]c(-c3ccccc3)c12 (stereo not given)	-0.027
9	COc1ccc(C2C(C(=O)N3CCCC3)c3cc(OC)c(OC)cc3C(=O)N2C)cc1OC (stereo not given)	0.037
10	COc1ccc(NC(=O)Nc2nccs2)cc1	-0.92
11	O=S(=O)(NCc1cc(-c2ccccc2Cl)no1)c1ccccc1	-3.9
12	COc1cc(C2C(C(=O)c3ccco3)=C(O)C(=O)N2Cc2cccnc2)cc(OC)c1OC (stereo not given)	0.48
13	Cc1ccc(S(=O)(=O)N2CCOCC2)cc1C(=O)OCC(=O)N1CCc2ccccc2C1	-2.9
14	CCN=C1Cn2c(nc3scc(-c4ccccc4)c3c2=O)CN1CC	0.0041
15	Cc1ccc(S(=O)(=O)N2CC3(C)CN(S(=O)(=O)c4ccc(C)cc4)CC(C)(C2)C3)cc1	0.29
16	O=C(N/N=C/C(Cl)=C\c1ccccc1)c1cnccn1	0.016
17	CC(=O)Nc1ccccc1C(=O)N1CC(C)OC(C)C1 (stereo not given)	0.1
18	Cc1cc(C)nc(N(C#N)S(=O)(=O)c2ccccc2Cl)n1	1.6
19	CC(C)Oc1ccc(/C(O)=C2/C(=O)C(=O)N(Cc3cccnc3)C2c2ccco2)cc1 (stereo not given)	0.08
20	CC(=N)C1=C(O)CC(C)(C)CC1=O	0.3
21	O=C(OCC(=O)c1ccc(Cl)cc1Cl)c1ccc2c(c1)C(=O)N(c1cccc3ncccc13)C2=O	-0.58
22	Cc1cccc(COCC(Cc2ccccc2)N2CCN(C(=O)c3ccc(Cl)c(Cl)c3)CCC2=O)c1 (stereo not given)	-2.1
23	O=C1CC(N2CCN(S(=O)(=O)c3ccc(Cl)cc3)CC2)C(=O)N1CCc1ccccc1 (stereo not given)	-1.5
24	CCOc1ccccc1C1C(C(=O)OC)=C(N)OC2=C1C(=O)CCC2 (stereo not given)	-1.7
25	Cc1ccc(CN(c2ccc(C(=O)NCc3ccccn3)cc2)S(C)(=O)=O)cc1	0.81
26	Cc1cccc(C)c1NC(=O)NC1CC2CCC(C1)N2Cc1cccs1 (stereo not given)	0.51
27	Oc1cc2ccccc2cc1-c1nnc2n1-c1ccccc1SC2	-0.054
28	CCCCCCCCN1[C@@H](CC(=O)OCC)c2cc(F)ccc2S1(=O)=O	-2.1
29	CC(=O)c1cc(CC=C(C)C)c(O)cc1O	-2
30	Cc1cc(-c2cccc([N+](=O)[O-])c2)nc2ccc3ccccc3c12	-0.074
31	CC(=O)Nc1ccc(S(=O)(=O)N2CCSC2c2ccc(Cl)cc2)cc1 (stereo not given)	-2
32	CCCN1C(=O)/C(=C/c2ccc(C)o2)SC1=Nc1ccc(OCC)cc1	-1.5
33	O=C1NN(c2ccccc2)C(=O)/C1=C\c1cccn1-c1ccc(Cl)c([N+](=O)[O-])c1	1.4
34	Cc1cc(=O)[nH]c(S/C=C/c2ccccc2)n1	-0.02
35	CCOC(=O)c1ccc(NC(=O)c2ccc(NC(=O)c3ccccc3)cc2)cc1	-0.91
36	CC(C)CCN1CC(C(=O)NCc2ccc(F)cc2)CC1=O (stereo not given)	0.034
37	CC(=O)NCCC(=O)Nc1cc(F)ccc1C	-0.88
38	COc1cc(OC)cc(C(=O)NCc2n[nH]c(=S)n2-c2ccccc2)c1	0.27
39	CCOC(=O)N1CCN(C(=O)CN(Cc2ccccc2)S(C)(=O)=O)CC1	0.39
40	CCc1cc(C(=O)N2CCOCC2)c(NC2=NS(=O)(=O)c3ccccc32)s1	0.4
41	CCCC1=C(C(=O)OCC)C(/C=C/c2ccccc2)n2ncnc2N1 (stereo not given)	-0.42
42	CCOC(=O)C1=C(CSc2nc(C)cc(C)c2C#N)OC(N)=C(C#N)C1c1ccccc1 (stereo not given)	-5.5*
43	COc1ccc(N2CCN(C(=O)c3ccc(NS(=O)(=O)c4ccccc4)cc3)CC2)cc1	-0.69
44	COc1cccc2cc(C(=O)Nc3cccnc3N3CCOCC3)c(=O)oc12	1.4
45	COc1ccc(C(=O)N2CC3(CC(c4cccc(NC(=O)COc5ccc(Cl)cc5)c4)=NO3)C[C@@H]2C(N)=O)cc1 (stereo not given in full)	0.66
46	O=C(c1ccc2ccccc2c1)N1CCN(c2ccc(C(F)(F)F)cn2)CC1	0.63
47	O=C(O)c1cc2cc(Cl)cc(Cl)c2oc1=O	0.36
48	COc1ccc(-c2nnn(CC(=O)N(CC(=O)NCCC(C)C)c3ccccc3)n2)cc1OC	-0.55
49	Cc1nnc(SCC(=O)c2ccc(S(=O)(=O)N3CCOCC3)cc2)n1-c1ccccc1	-0.32
50	O=C(O)C1CC(=O)N(C2CCCCCC2)C1 (stereo not given)	-0.044
51	Cc1nnc(C)c2c(C)n(C(c3ccccc3)c3ccccc3)c(C)c12	-1.3
52	O=C(Cc1cccs1)N1CCN(c2ccc(F)cc2)CC1	-2.1
53	CC1CCN(CCC(=O)Nc2ccc(Br)cc2)CC1	0.67
54	CCN(CC)S(=O)(=O)c1ccc(NC(=O)CN(c2ccc(OC)cc2OC)S(C)(=O)=O)cc1	-6.6*
55	Cc1ccccc1NS(=O)(=O)c1cccc(-c2nnc(-c3ccccc3)o2)c1	-0.43
56	CC1CNc2c(cccc2S(=O)(=O)N[C@@H](CCCN=C(N)N)C(=O)N2CC[C@@H](C)C[C@@H]2C(=O)O)C1 (stereo not given in full)	0.039
57	CCc1c(C(=O)c2ccc(Cl)cc2)oc2c(C)c3oc(=O)cc(C)c3cc12	0.066
58	CCC(C)N1CC(C(=O)O)CC1=O (stereo not given)	0.7
59	COc1ccc(Cn2nnnc2C(c2ccc(C)cc2)N2CCN(C3CCCC3)CC2)cc1 (stereo not given)	2
60	CCCCN(C)Cc1c(C)[nH]c2ccc(OCC)cc2c1=O	1.2

More results.
entry	Molecule	Cav32 inh
61	C=CCN1C(=O)[C@]2(c3ccccc31)C1CCCC=C1C(C#N)=C(N)C2(C#N)C#N (stereo not given in full)	-0.067
62	O=C(Cn1nc(-c2ccc3c(c2)OCCO3)ccc1=O)Nc1ccc(N2CCOCC2)cc1	1.2
63	COc1ccc(S(=O)(=O)N2CCN(c3nc4ccccc4nc3-n3nc(C)cc3C)CC2)cc1	-0.74
64	Cc1ncsc1CCSc1nc2ccccc2c(=O)n1C	-1.7
65	CC(C)c1ccc(NC(=O)C(c2ccccc2)N2CCN(C=O)CC2)cc1 (stereo not given)	0.0054
66	O=C(O)c1ccc(N2C(=O)CC(Cc3ccccc3)C2=O)cc1 (stereo not given)	0.39
67	Cc1ccc(NC(=O)CSc2ncc(-c3ccccc3)n2C(=O)c2ccccc2)cc1	-0.98
68	CCC1CCCCN1CCCNC(=O)C1CCC(Cn2c(=O)[nH]c3ccccc3c2=O)CC1 (stereo not given)	0.25
69	CC(C)=CCCC1(C)C=Cc2c(ccc3c2[nH]c2cc(O)c(C)cc23)O1 (stereo not given)	-0.059
70	CCOC(=O)c1ccccc1NC(=O)Cn1c(-c2nonc2N)nc2ccccc21	-4.4
71	CCOc1ccc(/C=N/NC(=O)c2ccc(Cn3cc([N+](=O)[O-])cn3)o2)cc1	-0.29
72	Cc1nc2c(-c3ccccc3)c(C)nn2c(C)c1CCC(=O)O	1.1
73	O=c1cc(CSc2nnc(-c3cccs3)n2Cc2ccccc2)nc2sc3ccccc3n12	-1.8
74	Cc1ccccc1-n1c(=O)cc(N2CCC3(CC2)OCCO3)[nH]c1=O	0.64
75	Nc1nonc1-c1noc(CCCOc2ccc(Cl)cc2Cl)n1	-1.1

Some of the entries above, set out differently:
cpd | Cav32 inh | smiles
68 | 0.25 | CCC1CCCCN1CCCNC(=O)C1CCC(Cn2c(=O)[nH]c3ccccc3c2=O)CC1 (stereo not given)
63 | -0.74 | COc1ccc(S(=O)(=O)N2CCN(c3nc4ccccc4nc3-n3nc(C)cc3C)CC2)cc1
73 | -1.8 | O=c1cc(CSc2nnc(-c3cccs3)n2Cc2ccccc2)nc2sc3ccccc3n12
75 | -1.1 | Nc1nonc1-c1noc(CCCOc2ccc(Cl)cc2Cl)n1
66 | 0.39 | O=C(O)c1ccc(N2C(=O)CC(Cc3ccccc3)C2=O)cc1 (stereo not given)
71 | -0.29 | CCOc1ccc(/C=N/NC(=O)c2ccc(Cn3cc([N+](=O)[O-])cn3)o2)cc1

The list continues.
entry	Molecule	Cav32 inh
76	CC(C)CC(C(=O)NCc1ccccn1)N1C(=O)c2ccccc2C1=O (stereo not given)	0.11
77	COc1cc(OC)c(C2CC(=O)N3CN(c4ccccc4)CSC3=C2C#N)cc1OC (stereo not given)	0.18
78	COc1ccccc1-c1nc(SCc2ccccn2)n[nH]1	1.1
79	CS(=O)(=O)NCCOc1ccc(S(=O)(=O)N2CCCc3ccccc32)cc1	-0.99
80	Cc1ccc(-n2c(C)nnc2SCC(=O)Nc2ccccc2)cc1	-0.31
81	COc1ccccc1N1CCN(S(=O)(=O)c2cccs2)CC1	0.01
82	Cc1ccc(Cl)cc1NC(=O)CC1NCCNC1=O (stereo not given)	0.96
83	Cc1ccc(-c2[nH]nc3c2C(c2ccsc2)C(C#N)=C(N)O3)cc1 (stereo not given)	0.42
84	Cc1cc(=O)[nH]c(N=N/C(=N/Nc2ccc(O)cc2)c2ccccc2)n1	0.94
85	O=c1c2ccccc2nc(N/N=C/c2ccccc2)n1O	-5.2*
86	COc1ccccc1N1CCN(Cc2nnnn2CCc2ccccc2)CC1	-0.26
87	Cc1oc2c(CN(C)C)c(O)ccc2c(=O)c1-c1ccc2ccccc2n1	0.39
88	Cc1ccc(N2C(=O)NC3(CCCCC3)C2=O)cc1	1.3
89	OCCN1CCN(Cc2cccc(Oc3ccc(Cl)cc3)c2)CC1	-0.075
90	O=C(c1ccccc1)c1cc(F)c(N2CCOCC2)cc1Cl	-2.4
91	CCN(CC(=O)NCCc1ccc(S(N)(=O)=O)cc1)Cc1nc2ccccc2c(=O)[nH]1	0.64
92	CCC(C)NS(=O)(=O)c1ccc(OCC(=O)Nc2ccc(F)cc2F)cc1 (stereo not given)	-0.11
93	COCCNC(=S)NNC(=O)c1ccco1	0.93
94	Cc1cccc(OCC(=O)N2CCC(c3ccccc3)C2)c1 (stereo not given)	-1.1
95	COc1ccc(S(=O)(=O)NNC(=O)c2cc3c4ccccc4n(C)c3s2)cc1	0.85
96	CCCCN1C(N)=NC[C@@H]1C(C)O (stereo not given in full)	0.011
97	COc1ccc(S(=O)(=O)N2CCC(C(=O)NCC3CCCO3)CC2)cc1 (stereo not given)	0.29
98	COC(=O)CCCCCC(CCC(=O)OC)NC(C)=O (stereo not given)	0.02
99	Cc1ccc(Cl)cc1NC(=O)N[C@@H](C)C(=O)O	-0.75
100	COc1ccc(CNC(=O)COC(=O)c2c(-c3c(F)cccc3Cl)noc2C)cc1OC	-1
101	O=C1CCc2cc(S(=O)(=O)NC(Cc3ccccc3)C(=O)NCCC3=CCCCC3)ccc2N1 (stereo not given)	-1.7
102	Cc1cc(=O)[nH]c(-n2[nH]c3c(c2=O)CCCC3)n1	-0.039
103	Cc1cc(N2CCN(c3ccccc3)CC2)n2cc(-c3ccccc3)nc2n1	-0.21
104	NC(=O)[C@H]1CC2(CC(c3cccc(NC(=O)COc4ccc(Cl)cc4)c3)=NO2)CN1C(=O)c1ccccc1C(=O)c1ccccc1 (stereo not given in full)	-1.9
105	CC1CCCC(NC(=O)C2CCCN2S(=O)(=O)c2cccc3nsnc23)C1C (stereo not given)	0.34

3 entries already listed, ordered by the value under Cav32 inh, lowest first.
entry	Molecule	Cav32 inh
101	O=C1CCc2cc(S(=O)(=O)NC(Cc3ccccc3)C(=O)NCCC3=CCCCC3)ccc2N1 (stereo not given)	-1.7
98	COC(=O)CCCCCC(CCC(=O)OC)NC(C)=O (stereo not given)	0.02
105	CC1CCCC(NC(=O)C2CCCN2S(=O)(=O)c2cccc3nsnc23)C1C (stereo not given)	0.34

Shown as a hit in Cav32 inh (from the list above):
entry	Molecule	Cav32 inh
7	Cc1noc(C)c1COC(=O)C1(c2cccc(F)c2)CCCC1	-5*
42	CCOC(=O)C1=C(CSc2nc(C)cc(C)c2C#N)OC(N)=C(C#N)C1c1ccccc1 (stereo not given)	-5.5*
54	CCN(CC)S(=O)(=O)c1ccc(NC(=O)CN(c2ccc(OC)cc2OC)S(C)(=O)=O)cc1	-6.6*
85	O=c1c2ccccc2nc(N/N=C/c2ccccc2)n1O	-5.2*

Going on with the list:
entry	Molecule	Cav32 inh
106	CCCCOc1ccc(C(=O)Nc2ccc(N3CCN(C(=O)C(C)C)CC3)cc2)cc1	-0.11
107	O=C(NCCCn1ccnc1)c1cccc(S(=O)(=O)N2CCCCCC2)c1	1.5
108	CCOC(=O)c1c(NC(=O)c2ccc(N3CCOCC3)c([N+](=O)[O-])c2)sc(C)c1C	0.022
109	Cc1cc(OC(=O)c2cccs2)ccc1C(C)C	0.52
110	CCCCOC(=O)c1[nH]c(C)c(C(=O)OC)c1C	-2.2
111	CCOc1ccc(S(=O)(=O)NCC2CCCO2)c2cccnc12 (stereo not given)	0.84
112	CCOC(=O)CSc1nc2c(sc3ccccc32)c(=O)n1CCCN1CCOCC1	-0.86
113	O=C1c2ccccc2CCC12N=NCC2c1ccc(Cl)cc1 (stereo not given)	-2.2
114	Cc1nc(N2CCN(C(=O)COc3ccccc3)CC2)c2c(C)c(C)sc2n1	-4*

A portion of the library; the hit share may differ from the screen's.
